Source: PubChem (several laboratories)
Rpn11 inh: Rpn11 (PSMD14) deubiquitinase inhibitors, primary screen, biochemical, fluorescence polarization, uHTS; 0.59% of 360,000 active; human 26S proteasome, Ub4-pepOG fluorescence polarization; 20S core pre-blocked with epoxomicin; AID 588493, 2011; 26S proteasome non-ATPase regulatory subunit 14 (Homo sapiens), O00487; calls only at 20 µM;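 active = inhibition at 20 µM, scaled to each plate's controls, above about 33%, limit read from the data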
SUMO1 PPI mod: modulators of SUMO1 protein-protein interactions, primary screen, biochemical, uHTS | Small ubiquitin-related modifier 1 (Homo sapiens), P63165 | SUMO1 binding to a labelled peptide, TR-FRET, 1 h | inhibition, % at 20 µM | 0.33% of 360,000 active; in the data active = inhibition above about 37%
Scp1 inh: Scp-1 phosphatase inhibitors, primary screen, biochemical, colorimetric, uHTS | 0.88% of 340,000 active | Carboxy-terminal domain RNA polymerase II polypeptide A small phosphatase 1 (Homo … | Recombinant Scp1, phosphopeptide, malachite green phosphate absorbance | inhibition, % at 20 µM;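 active = inhibition above about 50% at 20 µM, limit read from the data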;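 note: plate controls were DMSO wells with enzyme for no effect and wells lacking enzyme for full effect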
Target sequence (Q9GZU7 76-261 limits assumed): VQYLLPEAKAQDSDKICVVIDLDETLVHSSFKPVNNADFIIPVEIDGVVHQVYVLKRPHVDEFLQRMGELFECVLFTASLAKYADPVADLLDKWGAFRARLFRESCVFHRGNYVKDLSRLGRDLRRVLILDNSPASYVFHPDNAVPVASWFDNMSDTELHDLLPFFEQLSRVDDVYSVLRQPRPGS
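System: truncated SCP-1 phosphatase (76-261aa); medium: Tris acetate buffer pH 5.5 with MgCl2 and Tween-20; incubation: 45 min room-temperature reaction, 5 min colour, 30 min stabiliser; compound: single 20 µM dose, 1% DMSO; reagent: Phosphorylated 17-residue peptide substrate; read-out: % inhibition at 20 µM; technique: colorimetric free-phosphate detection, absorbance 630 nm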
DNMT1 inh: human DNMT1 methyltransferase inhibitors, primary screen, biochemical, molecular beacon, fluorescence, HinP1I cleavage, uHTS; inhibition (reported as % activation of signal), % at 10 µM; 0.83% of 360,000 active; in the data active = inhibition above about 50%
STEP block: STEP phosphatase inhibitors, primary screen, biochemical, fluorescence intensity, uHTS; Tyrosine-protein phosphatase non-receptor type 5 (Homo sapiens), P54829; 0.25% of 360,000 active; recombinant STEP, OMFP fluorogenic substrate; AID 588621, 2011; inhibition, % at 20 µM;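 active = inhibition at 20 µM, scaled per plate between control wells, above about 37%, limit read from the data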;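 note: 0% = DMSO with enzyme and substrate and 100% = substrate only without enzyme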
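Measure: Control-normalized % inhibition with plate pattern correction | Test system: STEP phosphatase, cell-free reaction | Medium: pH 6.0 Bis-Tris with DTT and Tween 20 | Technique: Fluorescence, 480/540 nm | Times: Reaction 20 min, ambient temperature | Doses: Single compound dose of 20 µM, 1% DMSO final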
Rin1 Abl inh: inhibitors of Rin1-Abl protein binding, primary screen, biochemical, TR-FRET. inhibition, % at 7.35 µM. 0.4% of 360,000 active; in the data active = inhibition above about 5%, passing the limit was not always enough
Neddylation inh: inhibitors of cullin neddylation, primary screen, biochemical, TR-FRET, uHTS, NAE and Ubc12; AID 651699, 2012; calls only at 25 µM; 0.58% of 360,000 active; in the data active = inhibition above about 36%
CSN deneddyl inh: inhibitors of CSN-mediated cullin deneddylation, primary screen, biochemical, fluorescence polarization, uHTS. COP9 signalosome complex subunit 5 (Homo sapiens), Q92905. Purified CSN, SCF-Nedd8-OG deneddylation. inhibition, % at 12.5 µM. 0.38% of 360,000 active. AID 651999, 2013;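 active = pattern-corrected inhibition above about 35%, with an unprinted fluorescence ratio check between 0.5 and 1.5, limit read from the data, passing the limit was not always enough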;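 note: 0% = enzyme with substrate and 100% = substrate without enzyme; some results filed as inactive read as strong as hits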
Target sequence (Q92905 whole entry, looked up, one chain of several): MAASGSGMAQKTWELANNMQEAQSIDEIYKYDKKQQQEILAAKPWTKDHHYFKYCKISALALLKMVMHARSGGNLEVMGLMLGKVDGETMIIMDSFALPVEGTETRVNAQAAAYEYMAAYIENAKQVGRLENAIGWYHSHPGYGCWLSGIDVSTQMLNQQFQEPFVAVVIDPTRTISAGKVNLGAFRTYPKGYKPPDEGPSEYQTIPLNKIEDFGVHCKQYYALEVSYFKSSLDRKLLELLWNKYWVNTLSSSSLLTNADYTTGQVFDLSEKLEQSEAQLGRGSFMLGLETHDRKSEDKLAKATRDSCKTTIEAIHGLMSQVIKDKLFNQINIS
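Material: purified human Csn5 enzyme expressed in HEK293T cells / Medium: Tris buffer pH 7.5, NaCl, DTT, Tween-20, trehalose, ovalbumin / Compound dosing: 12.5 µM single point / Schedule: 90 min incubation of compound, enzyme and substrate at room temperature / Signal: fluorescence polarization of the substrate / Control set: no-enzyme wells high, enzyme-with-substrate wells low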
LMPTP block: LMPTP phosphatase inhibitors, primary screen, biochemical, fluorescence intensity, uHTS | Low molecular weight phosphotyrosine protein phosphatase (Homo sapiens), P24666 | recombinant LMPTP-A, OMFP fluorogenic substrate | inhibition, % at 20 µM | 0.22% of 360,000 active | AID 651560, 2012;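 active = compounds that cut the enzyme signal by at least half of the control window in the single-dose screen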;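 note: plate controls were DMSO wells with enzyme plus substrate for no effect and substrate without enzyme for full effect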
Target sequence (P24666 whole entry, looked up): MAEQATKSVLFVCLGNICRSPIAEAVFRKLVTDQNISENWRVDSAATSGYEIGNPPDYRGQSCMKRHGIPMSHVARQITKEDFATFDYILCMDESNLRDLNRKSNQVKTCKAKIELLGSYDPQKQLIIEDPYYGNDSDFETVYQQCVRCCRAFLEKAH
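Assay system: LMPTP-A enzyme. Input: 0.625 nM LMPTP-A final. Probe or stimulus: 400 µM OMFP. Compound dosing: single 20 µM dose. Schedule: 50 min dark incubation at room temperature. Detection: fluorescence intensity of OMFP turnover product. Read-out: percent inhibition versus substrate-only and uninhibited controls. Benchmarks: no-enzyme low control, uninhibited high control.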
NadD block: inhibitors of S. aureus NadD, primary screen, biochemical, colorimetric, uHTS. purified NadD enzyme, colorimetric absorbance read-out. AID 602399, 2012. inhibition, % at 20 µM. 0.78% of 360,000 active. Nicotinate-nucleotide adenylyltransferase NadD (Staphylococcus aureus N315); in the data active = inhibition above about 26%; note: some compounds past the cut are filed as inactive
The depositor's hits bear a star; i = inactive; . = no result given.

SMILES	Rpn11 inh	SUMO1 PPI mod	Scp1 inh	DNMT1 inh	STEP block	Rin1 Abl inh	Neddylation inh	CSN deneddyl inh	LMPTP block	NadD block
CCC(C)NC(=O)c1cn(CCOC)c(=O)c2c1c1ccccc1n2C (stereo not drawn)	i	-5	-7	-5	-1	-3	i	-1	-2.6	-7
O=C(C[n+]1ccncc1)c1ccccc1	i	-6	-5	-15	0	-3	i	7	0.4	0
COc1cccc(CN2CC(C(=O)NCCCCc3ccccn3)CCC2=O)c1 (stereo not drawn)	i	3	-13	3	-4	-3	i	-4	-1.1	-2
Cc1ccc(C)n1-c1ccccc1N1CCCCC1	i	-1	-1	2	3	-3	i	-4	-1.5	-6
COn1c(=O)c(-c2cccc(Br)c2)[n+]([O-])c2ccccc21	i	-31	-2	1	1	-1	i	-2	-1.6	-2
CCOc1ccc(C2=CC(c3ccccc3)n3ncnc3N2)cc1 (stereo not drawn)	i	-12	2	0	0	4	.	-3	-0.7	0
COc1ccc(OC)c(N2CC(O)(c3ccccc3)[N+]3=C2SCCC3)c1 (stereo not drawn)	i	-2	2	1	-1	-6	i	1	0.0	-8
O=C(Oc1cc2oc(=O)c3c(c2cc1Cl)CCCC3)c1ccco1	i	4	-3	6	4	-2	i	2	-14	0
Cc1cc(NC(=O)CSc2nncn2N)no1	i	5	-8	-3	1	1	i	100	-1.7	-1
COc1ccc(-n2c(C)nnc2SCC(=O)NC2CC2)cc1	i	3	12	2	0	4	i	2	-0.7	-2
Cc1csc2ncc(C(=O)Nc3ccc(C(F)(F)F)cc3)c(=O)n12	i	-25	-12	0	6	-2	i	0	1.7	-7
CSc1ccc(CN(C)C(=O)CNC(=O)c2sc3ccccc3c2Cl)cc1	i	-3	-16	0	-2	1	i	3	5.7	-11
CCc1ccc2[nH]c(=O)c(CN(CCN(C)C)C(=O)Nc3ccccc3OC)cc2c1	i	1	0	1	-4	4	i	-1	-0.9	-9
O=C(O)c1ccc(/C=N/NC(=S)NCc2ccccc2)cc1	i	-4	-1	1	-2	2	i	2	1.2	0
CCCCN(CC)Cc1c(C)[nH]c2c(ccc3ccccc32)c1=O	i	6	-19	-4	-1	-2	i	2	0.6	-3
O=C(COc1ccc(F)cc1)N(Cc1cccs1)C1CCS(=O)(=O)C1 (stereo not drawn)	i	-2	-7	-5	-4	-3	i	-6	-2.0	-5
CC(=O)Nc1ccc(S(=O)(=O)N2C(C)CCCC2C)cc1 (stereo not drawn)	i	-3	-13	-1	1	1	i	2	-0.8	-4
CC1CCc2c(sc(NC(=O)COC(=O)C3CCCO3)c2C#N)C1 (stereo not drawn)	i	2	-1	-3	-3	-1	i	-6	1.0	-4
O=C(OCC#CCSc1nnc(-c2ccc(Br)cc2)o1)c1cccs1	i	-2	-16	-1	1	-3	i	-5	3.0	-7
CC(C)(C)NC(=O)CN(Cc1ccco1)C(=O)CCC(=O)Nc1nccs1	i	2	4	2	2	0	i	1	-0.2	1
Cc1c(Br)c([N+](=O)[O-])nn1CC(=O)N1CCCc2ccccc21	i	-12	-4	0	-1	-2	i	-1	0.4	-7
COc1ccc(Cn2c(-c3ccc(C)cc3)c[n+]3ccccc23)cc1	i	2	10	1	1	3	i	4	-1.8	-2
Cc1ccc(/C=C/C(=O)N2CCN(S(=O)(=O)c3c(C)c(C)cc(C)c3C)CC2)o1	i	-1	-7	-19	5	0	i	-6	3.1	19
Cc1cc2oc(=O)cc(CN3CCN(C/C=C/c4ccccc4)CC3)c2cc1O	i	-6	.	-10	1	-6	i	3	0.8	6

12 structures out of the list, arranged by count of non-hydrogen atoms, ascending:
SMILES	Rpn11 inh	SUMO1 PPI mod	Scp1 inh	DNMT1 inh	STEP block	Rin1 Abl inh	Neddylation inh	CSN deneddyl inh	LMPTP block	NadD block
O=C(C[n+]1ccncc1)c1ccccc1	i	-6	-5	-15	0	-3	i	7	0.4	0
Cc1cc(NC(=O)CSc2nncn2N)no1	i	5	-8	-3	1	1	i	100	-1.7	-1
Cc1ccc(C)n1-c1ccccc1N1CCCCC1	i	-1	-1	2	3	-3	i	-4	-1.5	-6
COn1c(=O)c(-c2cccc(Br)c2)[n+]([O-])c2ccccc21	i	-31	-2	1	1	-1	i	-2	-1.6	-2
O=C(O)c1ccc(/C=N/NC(=S)NCc2ccccc2)cc1	i	-4	-1	1	-2	2	i	2	1.2	0
Cc1c(Br)c([N+](=O)[O-])nn1CC(=O)N1CCCc2ccccc21	i	-12	-4	0	-1	-2	i	-1	0.4	-7
O=C(Oc1cc2oc(=O)c3c(c2cc1Cl)CCCC3)c1ccco1	i	4	-3	6	4	-2	i	2	-14	0
O=C(OCC#CCSc1nnc(-c2ccc(Br)cc2)o1)c1cccs1	i	-2	-16	-1	1	-3	i	-5	3.0	-7
CCC(C)NC(=O)c1cn(CCOC)c(=O)c2c1c1ccccc1n2C (stereo not drawn)	i	-5	-7	-5	-1	-3	i	-1	-2.6	-7
CSc1ccc(CN(C)C(=O)CNC(=O)c2sc3ccccc3c2Cl)cc1	i	-3	-16	0	-2	1	i	3	5.7	-11
Cc1cc2oc(=O)cc(CN3CCN(C/C=C/c4ccccc4)CC3)c2cc1O	i	-6	.	-10	1	-6	i	3	0.8	6
CCc1ccc2[nH]c(=O)c(CN(CCN(C)C)C(=O)Nc3ccccc3OC)cc2c1	i	1	0	1	-4	4	i	-1	-0.9	-9
